# Mtb RmlCD inh: M. tuberculosis RmlC/RmlD coupled enzyme inhibitors, primary screen, biochemical, compound mixtures, 384-well, from 1536-well plates; 160,000 tested, 0.03% active; RmlC+RmlD coupled enzyme assay, percent inhibition; primary screen in compound mixtures; inhibition, % at 3.6 µM; dTDP-4-dehydrorhamnose reductase (Mycobacterium tuberculosis (strain ATCC 25618 / H37Rv)) …; in the data active = inhibition mostly above about 34%, no sharp cut-off; also: some results filed as inactive read as strong as hits
# Target sequence (P9WH09 whole entry, looked up): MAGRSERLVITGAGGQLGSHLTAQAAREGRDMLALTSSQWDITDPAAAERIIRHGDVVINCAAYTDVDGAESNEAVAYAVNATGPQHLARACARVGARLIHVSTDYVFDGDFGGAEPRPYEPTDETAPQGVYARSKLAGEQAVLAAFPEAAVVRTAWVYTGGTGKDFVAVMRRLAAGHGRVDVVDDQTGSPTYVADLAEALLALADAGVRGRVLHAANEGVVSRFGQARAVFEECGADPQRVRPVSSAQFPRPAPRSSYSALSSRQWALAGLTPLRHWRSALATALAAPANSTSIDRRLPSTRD
# Target sequence (P9WH11 whole entry, looked up): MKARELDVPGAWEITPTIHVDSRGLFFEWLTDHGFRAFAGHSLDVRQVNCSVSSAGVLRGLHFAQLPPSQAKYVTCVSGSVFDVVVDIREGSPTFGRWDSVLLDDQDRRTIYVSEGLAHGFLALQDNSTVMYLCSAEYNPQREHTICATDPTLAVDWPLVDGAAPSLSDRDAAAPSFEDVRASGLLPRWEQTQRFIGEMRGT
# GlmU inhibition: inhibition of mycobacterial GlmU enzyme – biochemical, glucosamine-1-phosphate acetyltransferase (AID 1376); Bifunctional protein GlmU (Mycobacterium tuberculosis (strain ATCC 25618 / H37Rv)); M. tuberculosis GlmU acetyltransferase enzyme assay; higher % means a stronger effect; one-dose inhibition, %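 (tested at 30 µM in the primary screen)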; IC50 in µM for titrated hits; 220,000 tested, 0.25% active; in the data active = inhibition above about 13%;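 also: 0% = complete reaction with vehicle and 100% = reaction without substrate; strong numbers were not always called active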
# * = called active by the depositor; x = not tested or not shown. This is a subset; count on the stated rates, not on these rows.
SMILES,Mtb RmlCD inh,GlmU inhibition
CCOc1c(C(N)=O)cc([N+](=O)[O-])cc1[N+](=O)[O-],0,6.1%
CN(C)c1ccc(/C=N/NC(=O)c2cc(-c3ccc4c(c3)OCO4)n[nH]2)cc1,6,3.2%
CCCOc1ccc(OCCOCCNCc2ccccc2)cc1,-10,0.9%
COc1ccccc1Nc1nc(N)nc(CSc2nccn2C)n1,-3,-3.1%
Cc1nc(SCC(=O)NC(=O)NCc2ccccc2)nc(C)c1C,x,-0.4%
CC(C(=O)NCc1cccs1)n1cccc1 (configuration not stated),x,-2.2%
Cc1cc(Br)c2c(c1)=C(c1sc(N3CCCCCC3)nc1O)C(=O)N=2,8,-2.2%
CSc1ccccc1C(=O)NCc1cccnc1,1,-1.4%
CSc1ccccc1NC(=O)CN(C)Cc1ccc(Br)cc1,8,-6.3%
COc1ccc(OCC(=O)N2CCN(Cc3c[nH]c4ccccc34)CC2)cc1,-3,1.9%
O=C(/C=C/c1ccc(Cl)c(Cl)c1)NC1=NCCS1,-4,0.2%
O=[N+]([O-])c1nn(-c2ccccc2)n(O)c1=NCCc1ccccc1,-1,4.0%
O=C(Nc1ncc(Cc2ccccc2)s1)c1cccs1,16,0.3%
O=C(CN1CCN(Cc2ccccc2)CC1)N1N=CCC1c1ccccc1 (configuration not stated),12,2.4%
CC1=NOC(=O)/C1=C\c1ccc(-c2ccc(Br)cc2C(=O)O)o1,x,1.9%
COc1cc(NC(=O)c2cccnc2)ccc1-c1cc2ccccc2oc1=O,4,5.9%
CCOc1ccc(N=c2scc(-c3ccc(OC)cc3)n2CCO)cc1,x,-0.3%
O=C(Nc1ccccc1)c1ccc2c(c1)OCO2,x,3.2%
COC(=O)CN1C(=O)N/C(=C/c2ccccc2OC)C1=O,-9,4.7%
C/C(CC(=O)Nc1cccc2c1CCCC2)=N\NC=O,5,3.3%
Cc1nn(-c2ccccc2)c2nc(-c3ccncc3)cc(C(=O)NCc3ccco3)c12,2,1.6%
CC(Nc1ccc(N2CCOCC2)cc1)C(=O)N1c2ccccc2CC1C (configuration not stated),-6,3.2%
CC1CCCC(NC(=O)COC(=O)Cc2ccsc2)C1C (configuration not stated),x,-3.4%
O=[N+]([O-])c1ccc(Oc2ccc(F)cc2)c2ccncc12,10,4.1%
Cc1cc(-c2ccc(/C=N/n3cnnc3)o2)ccc1Cl,x,-2.6%
Cc1ccc(NC(=S)/C(=C(\[O-])c2ccc(F)cc2)[n+]2ccccc2)cc1,-1,-4.8%
CCN(CC)C(=O)c1c2c(nc3ccccc13)-c1ccccc1CC2,5,0.4%
CN(C)Cc1c(O)ccc2c(-c3ccccc3)cc(=O)oc12,14,-2.3%
Cc1[nH]nc(SCC(=O)NC2CCCCC2)c1[N+](=O)[O-],-10,1.9%
O=C(COC(=O)C(O)c1ccccc1)NC12CC3CC(CC(C3)C1)C2 (configuration not stated),-2,-2.7%
COC(=O)c1cc(NC(=O)Nc2ccccc2OC)cc(C(=O)OC)c1,x,-5.4%
O=c1[nH]c(=S)[nH]c(O)c1/C=N/N1CCOCC1,x,1.6%
COc1cccc(N(C(=O)c2ccco2)c2nc(-c3sc(NC(=O)c4ccco4)nc3C)cs2)c1,x,0.7%
CCc1ccc(-c2nn(Cc3ccccc3)cc2C=O)cc1,-4,-0.6%
O=C(CN1CCOCC1)n1c2c(c3ccccc31)CCCC2,-2,-5.3%
COC(=O)c1cc(Sc2c(Cl)cccc2Cl)ccn1,1,1.4%

# Four compounds out of the list, arranged by heavy-atom count, high to low:
SMILES,Mtb RmlCD inh,GlmU inhibition
COc1cccc(N(C(=O)c2ccco2)c2nc(-c3sc(NC(=O)c4ccco4)nc3C)cs2)c1,x,0.7%
CCN(CC)C(=O)c1c2c(nc3ccccc13)-c1ccccc1CC2,5,0.4%
CN(C)Cc1c(O)ccc2c(-c3ccccc3)cc(=O)oc12,14,-2.3%
O=c1[nH]c(=S)[nH]c(O)c1/C=N/N1CCOCC1,x,1.6%

# Continuation:
SMILES,Mtb RmlCD inh,GlmU inhibition
Cc1ccc(OCCCC(=O)NCc2ccco2)c(C)c1,-5,2.5%
C=CC12C=CC=CN1C(C(=O)OC)=C(C(=O)OC)C(C(=O)OC)=C2C(=O)OC (configuration not stated),8,-5.0%
NS(=O)(=O)c1cccc(NC(=O)c2cccs2)c1,8,2.8%
Cc1ccc(Sc2c(C(=O)Nc3ccc(F)cc3F)c(C(F)(F)F)nn2C)cc1,5,2.1%
CC(OC(=O)c1ccc2c(=O)n3c(nc2c1)CCC3)C(N)=O (configuration not stated),-3,3.9%
Cc1cc(C)nc(NC(=O)CSc2ccccn2)n1,x,2.9%
O=C(N/N=C/c1c(Cl)cccc1Cl)c1n[nH]c2c1CCCC2,-3,-3.9%
O=C(CSc1ncc(-c2ccccc2)n1-c1ccccc1)NCc1ccco1,x,-1.1%
Cc1ccc(-c2nnc(Oc3cccc(C)c3)c3ccccc23)cc1,16,0.3%
CC(C)(C)OC(=O)NCCC(=O)N/N=C/c1cccc2cccnc12,0,-1.8%
Cc1ccc(C(=O)CC2(O)C(=O)N(Cc3ccc4c(c3)OCO4)c3ccccc32)cc1 (configuration not stated),2,0.4%
Cc1occc1-c1nnc(SCC(=O)c2ccc(F)cc2)n1Cc1ccco1,x,-3.2%
Cc1ccc(N(CC(=O)N2CCc3ccccc32)C2=NC(=O)CS2)cc1,-1,0.1%
CCc1ccc(OC)c(S(=O)(=O)Nc2ccccc2C)c1,-8,4.2%
c1ccn2c(SCc3ccc4c(c3)OCCO4)nnc2c1,x,-4.7%
Cc1ccc(-c2csc3nc(C)n(N)c(=O)c23)cc1,4,1.2%
Cc1ccc(O)c(NC(=O)c2cc(-c3ccc(F)cc3)on2)c1,-7,3.0%
NS(=O)(=O)c1ccc(NC(=O)CCCC(=O)O)cc1,x,2.4%
COC(=O)[C@H](Cc1ccccc1)NC(=O)[C@@H](N)CC(=O)O,x,1.2%
C=CCNCCOCCOc1ccc(Cl)cc1C(C)(C)C,x,-6.8%
O=c1c2cn[nH]c2[nH]c(=S)n1-c1cccc2ccccc12,x,-1.5%
CC(C)(C)C(=O)Nc1ccc(S(=O)(=O)c2ccc(NC(=O)C(C)(C)C)cc2)cc1,5,0.4%
CCOC(=O)CSC1=C(C#N)C(c2ccccc2OC)CC(=O)N1 (configuration not stated),11,-4.5%
Cc1ccc(C(=O)c2cc([N+](=O)[O-])ccc2N2CCOCC2)c(C)c1,x,-3.9%

# Full records from above. Screens in order: Mtb RmlCD inh	GlmU inhibition
# `CC(C)(C)C(=O)Nc1ccc(S(=O)(=O)c2ccc(NC(=O)C(C)(C)C)cc2)cc1` is listed with 5	0.4%
# `C=CCNCCOCCOc1ccc(Cl)cc1C(C)(C)C` is listed with x	-6.8%
# `Cc1ccc(C(=O)c2cc([N+](=O)[O-])ccc2N2CCOCC2)c(C)c1` is listed with x	-3.9%
# `CCOC(=O)CSC1=C(C#N)C(c2ccccc2OC)CC(=O)N1` (configuration not stated) is listed with 11	-4.5%
# `c1ccn2c(SCc3ccc4c(c3)OCCO4)nnc2c1` is listed with x	-4.7%

# Remaining list, next part:
SMILES,Mtb RmlCD inh,GlmU inhibition
Cc1ccc(NC(=O)CSc2nnc(COc3ccccc3C)o2)cc1,2,2.2%
Cc1c(C(=O)Nc2ccc(Oc3ccccc3)cc2)sc2nc3n(c(=O)c12)CCC3,x,-1.0%
COc1ccc(-n2nnnc2SCC(=O)N2CCOCC2)cc1,-11,7.3%
Fc1ccc(OCCOCCOc2cccc3[nH]ccc23)cc1,7,-3.2%
COc1c(-c2ccc(O)c(O)c2)oc2cc(O)cc(O)c2c1=O,x,-1.1%
CC(C)(C)c1ccc(C(=O)NCCCN2CCN(CCCNC(=O)c3ccc(C(C)(C)C)cc3)CC2)cc1,4,-2.1%
Cc1cc(C)c(S(=O)(=O)Nc2ccc(OCC(=O)O)cc2)c(C)c1,-2,1.8%
Cc1c(C(=O)Nc2ccccc2)sc2nc(-c3ccccc3)cn12,x,4.9%
O=C(N1CCOCC1)N(CCN1CCOCC1)Cc1cccc2ccccc12,-3,-5.4%
CC(C)(C)C(=O)CSc1ncnc2sc3c(c12)CCC3,x,-2.8%
C=CCn1c(SCC(=O)NC2CCS(=O)(=O)C2)nnc1-c1cc2c(s1)CCC(CC)C2 (configuration not stated),-7,0.7%
NS(=O)(=O)c1ccc(NC(=O)C2CCCN(S(=O)(=O)c3ccc(F)cc3)C2)cc1 (configuration not stated),x,-4.8%
COc1ccccc1N1CCN(C(c2ccc(N(C)C)cc2)c2nnnn2CCc2ccccc2)CC1 (configuration not stated),x,0.6%
O=C(c1cccs1)N(Cc1ccco1)Cc1cc2ccccc2[nH]c1=O,-1,-0.1%
COC(=O)Cn1c(=NC(=O)c2ccc(OC)cc2)sc2cc(OC)ccc21,17,-0.8%
COc1cccc(NC(=O)CSc2nnc(Cn3nnc4ccccc43)n2C)c1,x,1.8%
CCOc1c(Nc2ccc(C(C)C)cc2)c(=O)c1=O,-4,6.1%
NS(=O)(=O)c1ccc(N2C(=O)C3C4CC(C(Br)C4Br)C3C2=O)cc1 (configuration not stated),8,5.1%
COc1ccc(CN2[C@@H](CC(C)=O)c3ccc(/C=C/C(C)=O)cc3S2(=O)=O)cc1,x,0.4%
Cc1nc(N2CCN(c3ccccn3)CC2)c2c(C)c(C(=O)Nc3ccc(F)cc3F)sc2n1,3,-4.6%
Cc1nn(CC(=O)Nc2ccc3c(c2)OCO3)c(C)c1[N+](=O)[O-],8,-3.1%
O=C(O)CCc1nnc2n(Cc3ccc(F)cc3)c(=O)c3ccccc3n12,77,-4.3%
Cc1ccc(Nc2nc(N)nc(CN3CCN(C)CC3)n2)cc1,0,0.0%
CSCCC(NC(=O)c1ccccc1Br)C(=O)NCC1CCCCC1 (configuration not stated),0,7.3%
Cc1ccccc1NC(=O)c1snc2c(=O)[nH]cnc12,16,0.1%
O=C1CCCCN1CCc1c[nH]c2ccccc12,x,-1.3%
COc1ccc(-c2csc(NS(=O)(=O)c3ccc([N+](=O)[O-])cc3)n2)cc1,-17,10%
CCOc1cc(OCC)cc(C(=O)Nc2cccc(C(C)=O)c2)c1,-11,7.2%
O=Cc1cn(CC(=O)N2CCCCCC2)c2ccccc12,-6,2.8%
COC(=O)Cn1c2ccc(Cl)cc2c2nc(C)sc21,x,4.1%
COc1cccc(/C=N/n2nnnc2N)c1O,4,5.0%
O=C(NCCc1ccccc1)c1ccc2c(c1)N(Cc1ccccc1)C(=O)CS2=O (configuration not stated),15,-2.0%
O=C1c2ccccc2S(=O)(=O)c2cc(C(=O)N3CCC(O)CC3)ccc21,x,8.7%
CC(=O)Nc1cc2ccccc2oc1=O,-8,4.5%
CCn1cc(Br)c(-c2nc3ccccc3c(=O)n2N)n1,x,-3.3%
CCOC(=O)c1cc2sc(C)cc2n1CCCN1C(=O)c2ccccc2C1=O,-8,-2.3%
CC(=O)c1cccc(NC(=O)N2CCCC2C(=O)NC2CCCCC2)c1 (configuration not stated),8,-0.4%
ON1C2CCCCC2N(O)C1c1ccccc1 (configuration not stated),8,0.6%
O=C(Nc1ccc(Cl)cc1C(=O)NCc1cccnc1)c1ccc(Cl)cc1Cl,-5,-1.0%
CCOc1ccc2c3c(c(=O)oc2c1OCC)CCCC3,x,-8.0%
Cc1cc(O)c(C2=Nc3ccccc3SC(c3ccc(Cl)cc3)C2)c(=O)o1 (configuration not stated),6,-4.0%
CC(C)NC(=O)CCS(=O)(=O)c1cccc2nonc12,x,-3.2%
CCOC(=O)c1c(NC(=O)C2C3CCC(O3)C2C(=O)O)sc2c1CCCC2 (configuration not stated),5,-4.5%
CCOC(=O)c1ccc2c(c1)N(CC(=O)N1CCCCC1)C(=O)C(C)(C)O2,x,5.3%
COc1ccc(N2CCN(Cc3nc4c(c(=O)n(C)c(=O)n4C)n3CC(C)=O)CC2)cc1,-8,-3.6%
O=C(CSc1nnc(CN2CCOCC2)n1-c1ccccc1)N1CCc2ccccc21,-3,2.6%
Cc1ccc(CSc2nnc(-c3ccco3)o2)cc1,57,x
COc1cccc(C2NC(=O)NC(C)=C2C(=O)Nc2ccccc2C)c1 (configuration not stated),-5,3.4%
Cc1cc(C(=O)Nc2ccc(N3CCCCC3)cc2)no1,11,-2.2%
CCOC(=O)N1CCN(C(=O)Nc2sc3nc4n(c(=O)c3c2C)CCC(C)CC4)CC1 (configuration not stated),3,4.7%
CC(C)Cn1c(N)c(C(=O)COC(=O)c2cccc(Cl)c2)c(=O)n(C)c1=O,-10,-2.5%
CCn1c(N2CCN(S(=O)(=O)CC)CC2)nc2ccccc21,-7,7.8%
CN(C)S(=O)(=O)c1ccc(C(=O)Nc2nc(-c3cc4ccccc4o3)cs2)cc1,-11,-4.9%
COCc1c(C#N)c(NCc2cc(OC)c(OC)c(OC)c2)nc(C)c1[N+](=O)[O-],2,4.1%
CCOC(=O)c1ccc(N=C(c2ccccc2)c2c(O)n(C)c(=O)n(C)c2=O)cc1,-9,2.8%
COc1cc(NC(=O)Cn2c(C)cc3ccccc3c2=O)cc(OC)c1OC,x,-0.9%
CN1CCN(C(=O)c2cc3c(s2)-c2ccccc2S(=O)(=O)C3)CC1,7,-3.5%
Cc1ccc(NC(=O)c2ccc(C(C)(C)C)cc2)cc1-n1cnnn1,-4,0.1%
CCn1c(NCc2ccccn2)nc2ccccc21,x,-3.3%
CCOC(=O)c1c(CN(CC)CC)oc2ccc(OC)cc12,x,0.7%

# Of the compounds above, two contain a cyano group:
SMILES,Mtb RmlCD inh,GlmU inhibition
CCOC(=O)CSC1=C(C#N)C(c2ccccc2OC)CC(=O)N1 (configuration not stated),11,-4.5%
COCc1c(C#N)c(NCc2cc(OC)c(OC)c(OC)c2)nc(C)c1[N+](=O)[O-],2,4.1%
